Screens deposited in PubChem by several laboratories.
BH1578 lux ind – inducers of Vibrio cholerae quorum light production without autoinducers, primary screen, BH1578 luxS cqsA deficient, single point; V. cholerae BH1578 lux reporter, luminescence, 6 h; activation, % at 18.7 µM; 350,000 tested, 0.16% active; in the data active = activation mostly above about 9.7%, no sharp cut-off; note: not every result past the cut was called active; inactives centre near 0; reference of the scale not given here
DUSP3 inh – VHR1 phosphatase inhibitors, primary screen, biochemical, absorbance, uHTS. Dual specificity protein phosphatase 3 (Homo sapiens), P51452. recombinant VHR phosphatase, pNPP absorbance. inhibition, % at 13.3 µM. 290,000 tested, 0.52% active; in the data active = inhibition above about 50%; note: some compounds called inactive have numbers as strong as hits
Anthrax LF inh2 – Bacillus anthracis LF protease inhibitors, primary screen, biochemical, multiplex microsphere, MLPCN library | Lethal factor (Bacillus anthracis), P15917 | multiplex microsphere protease cleavage assay | inhibition, % at 10 µM | 360,000 tested, 0.12% active | AID 588501, 2011; note: plate controls were buffer without enzyme for full effect and enzyme alone for no effect
SSB-PriA inh – inhibitors of Klebsiella pneumoniae PriA binding to SSB C-terminal tail, primary screen, biochemical, AlphaScreen | PriA–SSB C-terminal tail interaction (Klebsiella pneumoniae) | 430,000 tested, 0.6% active | inhibition, % at 33 µM | AlphaScreen SSBct-PriA binding, biotinylated peptide; in the data active = inhibition mostly above about 37%, no sharp cut-off; inactive = mostly below about 20%;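 note: plate controls were negative control peptide for no effect and reference peptide for full effect; strong numbers were not always called active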
Y pestis TopoI – Yersinia pestis topoisomerase I inhibitors, primary screen, biochemical, cleavage product accumulation, plate reader, single point. DNA topoisomerase I (Yersinia pestis CO92). Y. pestis Topo-I cleavage product accumulation. activity, % at 10 µM. 360,000 tested, 0.064% active; in the data active = activity above about 50%, passing the limit was not always enough; note: inactives centre near 2
TcdB inh – TcdB glycohydrolase inhibitors, primary screen, biochemical, single point, plate reader | Toxin B (Clostridioides difficile), P18177 | TcdB glycohydrolase enzymatic assay | inhibition, % at 9.99 µM | 350,000 tested, 0.24% active | AID 652162, 2013; in the data active = inhibition above about 10%
SARS 3CLpro inh – SARS-CoV 3CLpro protease inhibitors, primary screen, biochemical, quenched FRET; 290,000 tested, 0.14% active; recombinant SARS-CoV 3CLpro, quenched FRET peptide cleavage; inhibition, % at 6 µM; Replicase polyprotein 1ab (Severe acute respiratory syndrome coronavirus), P0C6X7; in the data active = inhibition above about 12%
BoNT A protease – BoNT/A light chain protease inhibitors, primary screen, biochemical, flow cytometry, MLPCN library | 360,000 tested, 0.17% active | inhibition, % at 10 µM | AID 588499, 2011 | multiplex microsphere protease substrate cleavage | Botulinum neurotoxin type A light chain protease (Clostridium botulinum A str. ATCC 3502); note: plate controls were buffer without enzyme for full effect and enzyme alone for no effect
CCHFV vOTU inh – CCHFV vOTU protease inhibitors, primary screen, biochemical, Pep-AMC substrate, fluorescence; AID 651958, 2012; inhibition, % at 11.5 µM; Crimean-Congo hemorrhagic fever virus L polyprotein viral ovarian tumor (vOTU) protease …; 370,000 tested, 0.55% active; in the data active = inhibition above about 30%; note: 0% = vehicle wells with enzyme and 100% = no enzyme wells
PfHsp40 rescue – rescue of yeast from PfHsp40 toxicity, primary screen, S. cerevisiae, ATP luminescence. 340,000 tested, 0.68% active. growth rescue, % at 12.5 µM. S. cerevisiae expressing PfHsp40, growth rescue; in the data active = growth rescue above about 28%, passing the limit was not always enough;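 note: yeast W303a lacking pdr1 and pdr3 grown in galactose medium; growth measured after three days at 30 °C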
* marks the source's active call; other numbers are inactive results; i = inactive; nt = no result given. Cut-off read from the data, not from the text of the source, unless noted: active = inhibition above about 30%; inconclusive = no clear call, values can overlap the other calls; inactive = below that. Not all compounds are listed. The share of hits here may be higher or lower than overall.

SMILES | BH1578 lux ind | DUSP3 inh | Anthrax LF inh2 | SSB-PriA inh | Y pestis TopoI | TcdB inh | SARS 3CLpro inh | BoNT A protease | CCHFV vOTU inh | PfHsp40 rescue
CCN1C(=O)N(C)[C@@H](c2ccccc2)C(C(=O)OC)=C1C | 1.0 | 33.9 | 0.5 | 8.1 | 2.6 | 1.6 | nt | -0.4 | -8.9 | 0.1
COc1ccc(Cn2c(SCc3cc(C)ccc3C)nc3cc(OC)c(OC)cc3c2=N)cc1 | -0.4 | 16.4 | -9.7 | 27.5 | 19.1 | nt | 3.3 | 0.1 | -2.1 | 1.0
CC(NS(=O)(=O)c1ccc2c(c1)oc(=O)n2C)c1ccccc1 (configuration not stated) | -1.2 | 9.6 | -2.0 | -35.8 | -9.2 | 0.4 | -3.8 | 4.2 | 2.9 | 0.1
O=C(Nc1ccc(Cl)cc1)c1csc(-c2ccncc2)n1 | i | 21.6 | -0.6 | -7.8 | 5.3 | 0.9 | 3.2 | -0.6 | -8.3 | 3.6
CN(C)CCCNC(=O)c1cc(C(=O)C2CCCCC2)c[nH]1 | -0.2 | 20.6 | -1.5 | -0.2 | 5.7 | -0.8 | 2.5 | -0.9 | 14.8 | 1.2
Cc1cccc(C=Nc2ccc3c4c(cccc24)CC3)c1O | i | -13.3 | 1.4 | 1.8 | -11.6 | nt | -1.3 | 12.5 | 17.5 | -1.8
O=[N+]([O-])c1ccc(N2CCOCC2)c([N+](=O)[O-])c1 | i | nt | -0.2 | -3.6 | -3.6 | 1.1 | nt | -0.7 | 13.2 | 0.7
Cc1cc(CNC(=O)COC(=O)c2ccc(Cl)c(N)c2)cc(C)c1O | -0.6 | nt | 1.3 | -5.0 | 2.2 | 1.7 | nt | 0.3 | 8.0 | 105.1*
O=C(c1cccc([N+](=O)[O-])c1)C12CN3CN(CN(C3)C1)C2 | -0.3 | 22.5 | -2.1 | -17.4 | -0.2 | -0.2 | 4.7 | -0.7 | -10.3 | -0.3
CCC(=O)NCCc1nc2cc(NC(=O)COc3ccccc3)ccc2n1C | -0.6 | 11.3 | -9.8 | 3.5 | -1.1 | -0.4 | 1.2 | -1.0 | 2.0 | 0.8
CCOc1ccc(CNC(=O)CCCOc2cc(=O)n(C)c3ccccc23)cc1 | i | -6.1 | -8.0 | 6.2 | 32.3 | nt | -2.9 | -0.5 | -2.9 | 0.6
CCN(CC)C(=O)Oc1c(Cl)cc(Cl)c2cccnc12 | i | 21.5 | 2.2 | -6.8 | 0.5 | 1.7 | 7.9 | -0.3 | -6.2 | -0.8
CCNc1nc(NCC)nc(N/N=C/c2cc(OC)c(OC)c(OC)c2)n1 | -0.5 | 1.5 | -12.8 | i | -1.1 | -0.8 | 5.7 | -0.1 | -12.6 | -1.3
S=c1sc(SCCOc2ccccc2)nn1-c1ccccc1 | -0.2 | 34.1 | -2.2 | -6.6 | 14.1 | 0.7 | 1.8 | -1.0 | -4.0 | 3.2
CCN(CC)CCOc1ccc2c(c1)C(=NO)c1cc(OCCN(CC)CC)ccc1-2 | -0.6 | 42.0 | -2.6 | 1.9 | -24.8 | nt | -23.9 | 0.6 | 2.7 | 18.4
CCN1C=C(Cc2cccs2)C2=C(C1)C(c1cccs1)C(C#N)=C(N)O2 (configuration not stated) | i | 18.8 | -3.9 | 3.0 | 12.8 | nt | -5.5 | 0.8 | 7.1 | -0.1
Cc1cccc(NC(=O)c2nc[nH]c2C(=O)N2CCN(c3ccccc3)CC2)c1 | -1.0 | nt | -0.6 | -4.3 | 1.0 | 2.1 | nt | -0.8 | -1.2 | -0.8
O=C(O)C1OC2OC3(CCCCC3)OC2C2OC3(CCCCC3)OC12 (configuration not stated) | i | 17.0 | -0.8 | -14.5 | 3.0 | nt | 3.3 | 3.2 | -8.4 | 0.3
COc1ccc(NC(=O)c2cc(C)no2)cc1Cl | -0.5 | -9.4 | -4.6 | -5.5 | -2.1 | 0.4 | 1.4 | 0.7 | 0.5 | -0.1
CN(C)Cc1ncccc1Oc1nc2cc(-c3cccc(Cl)c3)sc2c(=O)n1C | -0.5 | nt | -5.4 | nt | 8.2 | 1.3 | nt | -0.5 | -4.0 | nt
Cc1ccc(N2CCN(c3ccc(C)cc3)C(CC(=O)O)C2=O)cc1 (configuration not stated) | -0.3 | 20.4 | -9.5 | 17.3 | -10.1 | nt | 1.7 | -0.7 | 2.8 | 0.2
CCCCNS(=O)(=O)c1ccc(Br)cc1N1CCC[C@H]1CO | i | nt | -5.3 | -12.1 | 18.1 | 0.8 | nt | -0.1 | -1.0 | 1.0
CCN(CC)S(=O)(=O)c1ccc(S(=O)(=O)N2CCCC2C(=O)O)cc1 (configuration not stated) | 0.9 | 6.3 | 0.7 | -13.1 | 6.2 | -13.8 | 1.2 | -1.0 | -7.8 | -1.4
Fc1cc(F)c2nc(N3CCOCC3)sc2c1 | i | 12.6 | -2.4 | -19.7 | 7.0 | nt | -0.6 | 0.3 | 14.5 | 0.2
CCC(=O)Nc1sc(C(=O)OC)c(C)c1C(=O)OC | i | 1.9 | -1.1 | 4.9 | 6.5 | 1.0 | 1.1 | 0.6 | 0.6 | 0.8

Part of the list above in order of heavy-atom count, low to high:
SMILES | BH1578 lux ind | DUSP3 inh | Anthrax LF inh2 | SSB-PriA inh | Y pestis TopoI | TcdB inh | SARS 3CLpro inh | BoNT A protease | CCHFV vOTU inh | PfHsp40 rescue
CCC(=O)Nc1sc(C(=O)OC)c(C)c1C(=O)OC | i | 1.9 | -1.1 | 4.9 | 6.5 | 1.0 | 1.1 | 0.6 | 0.6 | 0.8
S=c1sc(SCCOc2ccccc2)nn1-c1ccccc1 | -0.2 | 34.1 | -2.2 | -6.6 | 14.1 | 0.7 | 1.8 | -1.0 | -4.0 | 3.2
CCN1C=C(Cc2cccs2)C2=C(C1)C(c1cccs1)C(C#N)=C(N)O2 (configuration not stated) | i | 18.8 | -3.9 | 3.0 | 12.8 | nt | -5.5 | 0.8 | 7.1 | -0.1
CCNc1nc(NCC)nc(N/N=C/c2cc(OC)c(OC)c(OC)c2)n1 | -0.5 | 1.5 | -12.8 | i | -1.1 | -0.8 | 5.7 | -0.1 | -12.6 | -1.3
CCN(CC)CCOc1ccc2c(c1)C(=NO)c1cc(OCCN(CC)CC)ccc1-2 | -0.6 | 42.0 | -2.6 | 1.9 | -24.8 | nt | -23.9 | 0.6 | 2.7 | 18.4

Remaining list, next part.
SMILES | BH1578 lux ind | DUSP3 inh | Anthrax LF inh2 | SSB-PriA inh | Y pestis TopoI | TcdB inh | SARS 3CLpro inh | BoNT A protease | CCHFV vOTU inh | PfHsp40 rescue
COC(CNC(=O)c1cc(Sc2nnc(C)s2)nc2ccccc12)OC | i | -4.6 | -0.4 | -4.7 | 3.7 | nt | 5.9 | -3.2 | 4.2 | -0.6
CCC1=C(OC(=O)N(CC)CC)N2C(=O)OC(=NCC(=O)OC)[C@]2(C)[C@H]2C1=CC[C@H]1C(=O)N(CC(=O)OC)C(=O)[C@H]12 | i | -4.1 | 5.0 | -13.0 | -7.9 | 0.6 | nt | 0.1 | -1.3 | 0.0
C=C1C(=O)O[C@H]2C[C@H]1[C@@H](OC(C)=O)C/C(C)=C/CC/C(C)=C\CC[C@]2(C)O | -1.9 | nt | -2.7 | 3.6 | 15.6 | 3.0 | nt | 0.4 | 3.4 | -1.7
CCOc1ccc(C(=O)NCC(=O)OCC(=O)N2CCC(C)CC2)cc1 | -0.2 | -29.4 | -1.0 | -18.7 | 3.2 | 0.4 | 0.3 | -0.6 | -1.1 | -0.4
Cc1ccc(S(=O)(=O)N2CCN(C(=O)c3ccccc3)C2)cc1[N+](=O)[O-] | 1.1 | -3.1 | -0.6 | -12.9 | -4.7 | 0.9 | 0.6 | -0.2 | 2.9 | 0.5
Cc1ccc(CNS(=O)(=O)c2ccc(-c3cnc(C4CC4)o3)cc2)cc1 | i | 2.3 | 2.2 | -5.4 | 32.3 | 1.1 | 4.0 | 1.6 | 17.0 | 1.0
CCN1C(=O)N(c2ccc(C(C)=O)cc2)S(=O)(=O)c2ccccc21 | -0.2 | 82.7 | -1.4 | 3.0 | -1.0 | 1.5 | 1.4 | 0.5 | 8.2 | nt
COC(=O)c1ccc(NC(=O)c2ccc3nccnc3c2)cc1 | -0.3 | 6.9 | -2.2 | -12.4 | -1.9 | -5.4 | 1.9 | -1.2 | 19.1 | -0.2
COc1ccc(Cc2nnc(NC(=O)c3ccc(OC)c(OC)c3)s2)cc1OC | -3.3 | 12.4 | -1.2 | -8.9 | 3.5 | -0.2 | 1.6 | -1.2 | -16.8 | 0.7
COc1ccccc1-c1ccc(SCC(=O)NCc2ccc3c(c2)OCO3)nn1 | -0.8 | -6.8 | -5.4 | -3.8 | 16.0 | 4.0 | 1.5 | -0.1 | -11.1 | -0.3
COc1ccc(-c2sc(Nc3ccccc3)n[n+]2-c2ccc(F)cc2)c(C)c1C | i | 32.1 | -4.6 | 41.9* | 5.8 | 0.8 | -2.8 | 0.0 | 8.3 | 2.5
O=C(CN1C(=O)c2ccccc2S1(=O)=O)NCCSCc1cccc(Cl)c1 | i | -9.4 | 0.1 | 4.8 | 23.4 | 0.5 | 2.5 | -2.6 | 13.9 | 0.1
COC(=O)C1=C(c2cccc3c2S(=O)(=O)c2ccccc2-3)C[C@@H]2CC[C@H]1N2C(=O)N1CCOCC1 | -0.3 | nt | -4.3 | -12.9 | 16.1 | 0.5 | nt | 0.9 | 2.0 | 0.6
COc1cccc(NC(=S)N(CCN(C)C)Cc2cccs2)c1 | -0.4 | 9.9 | -0.8 | -9.9 | 9.3 | 0.5 | 3.1 | 0.1 | -21.1 | 0.0
CCCCN1C(=O)CCC(C(=O)O)C1c1ccc(OC)cc1 (configuration not stated) | i | -3.6 | 2.6 | -14.7 | -3.4 | nt | 0.2 | -0.2 | -5.0 | -0.3
CC(COc1ccc(C(C)C)cc1)NC(=O)c1ccc(Br)o1 (configuration not stated) | -0.3 | -25.0 | 1.8 | nt | 38.0 | -0.1 | 3.5 | -2.4 | 5.2 | 5.2
Cc1nn(C)c(C)c1/C=N/NC(=O)CCn1cc([N+](=O)[O-])cn1 | -0.3 | 13.5 | 0.3 | nt | -3.2 | 0.4 | -1.3 | -0.1 | -10.0 | -0.3
O=C(Cc1ccccc1)Nc1cccc(-c2nc3ncccc3o2)c1 | 6.2 | 6.1 | 0.3 | -5.0 | -8.1 | nt | -2.2 | -1.1 | 0.2 | 0.7
Cc1nc2ccc(NS(=O)(=O)c3c(F)cccc3F)cc2s1 | -1.2 | nt | -4.0 | 3.4 | 1.7 | 1.0 | nt | -0.1 | 5.0 | -0.5
Cc1ccc(NC(=O)CCC(=O)O)cc1F | i | 12.1 | -2.6 | -21.6 | 0.6 | 3.3 | -5.4 | 0.8 | -6.4 | -1.6
CN(C)CC/C=C1\c2cc(F)ccc2CSc2ccccc21 | -0.9 | 18.1 | 0.1 | 14.3 | -2.7 | nt | -2.1 | 0.6 | 9.3 | 0.1
Cc1cccc(NC2=C(NCCO)C(=O)c3ccccc3C2=O)c1 | -0.2 | -1.8 | -1.6 | 73.9 | -17.1 | -5.8 | 2.9 | -0.9 | 53.8* | -0.1
O=C(CSc1nc(Nc2ccccc2)nc(N2CCOCC2)n1)Nc1cc(Cl)ccc1O | i | 18.8 | 1.3 | 11.5 | -21.6 | 2.2 | 4.8 | 4.3 | 7.2 | 0.3
